HEK293 NOD2/NF-kB – inhibition of NOD2-driven NF-kB reporter – cell-based, luminescence, uHTS, HEK293 (AID 1566) | HEK293 NOD2/NF-kB luciferase reporter, luminescence; higher % means a stronger effect | one-dose inhibition, % at 4 µM; EC50 in µM for titrated hits | 290,000 compounds, 0.63% hits; also: many of its hits are not listed in these tables
West Nile virus CPE – West Nile virus antiviral activity, cell-based, CPE readout (AID 1621); 290,000 compounds, 0.02% hits; one-dose CPE inhibition, % at 10 µM; IC50 in µM for titrated hits; West Nile virus-infected cells, CPE inhibition; higher % means a stronger effect; in the data active = a potency from the dose series; inconclusive = CPE inhibition mostly from about 3.7% at the one dose, without a potency; inactive = the rest, 99 in 100 with CPE inhibition below about 2.2%; also: strong numbers were not always called active
AID2073 – disruptors of CaV2.2 binding to Mint1 – biochemical, HTRF (AID 2073). HTRF protein-protein interaction, Mint1-CaV2.2; higher % means a stronger effect. inhibition, % at 20 µM; hits with a dose series show IC50 in µM. 290,000 compounds, 0.19% hits; in the data active = inhibition mostly above about 51%, no sharp cut-off; inconclusive = no clear call, values can overlap the other calls; inactive = mostly below about 53%; also: some results filed as inactive read as strong as hits
NOD1 inhibition – inhibition of NOD1-driven NF-kB reporter – cell-based, luminescence, uHTS, primary screen (AID 1578). one-dose inhibition, % at 4 µM; EC50 in µM for titrated hits. NOD1-driven NF-kB luciferase reporter cells, luminescence; higher % means a stronger effect. 290,000 compounds, 1% hits; in the data active = inhibition mostly above about 36%, no sharp cut-off; inactive = mostly below about 34%;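 also: HEK-293T reporter cells stimulated with the NOD1 agonist gamma-tri-DAP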
Yfh1-depleted yeast – enhancers of respiration in Yfh1-depleted yeast, dose response, Friedreich's ataxia, plus single-dose screen (AID 1465) | S. cerevisiae Yfh1-off respiration, WST-1 reduction, 72 h; higher fold induction means a stronger effect | fold induction at 50 µM; hits with a dose series show EC50 in µM | 220,000 compounds, 0.074% hits;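 active = fold induction of absorbance versus untreated yeast above a set limit, then at least 30% activation at any dose in follow-up; inconclusive = repeats straddling the limit, or above it without dose testing; inactive = fold induction below the set limit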;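 also: activators that raise dye reduction in frataxin-depleted yeast; strong numbers were not always called active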
Dengue-2 NS5 capping – Dengue-2 NS5 methyltransferase inhibitors, primary screen, biochemical, confirmation dose response (AID 588689); inhibition, % at 25 µM, or IC50 in µM where a hit was titrated; 340,000 compounds, 0.3% hits; Dengue-2 NS5 methyltransferase capping enzyme assay, biochemical; higher % means a stronger effect; in the data active = a potency from the dose series; inconclusive = inhibition above about 29% without an active follow-up result
KOR beta-arrestin-1 – KOR agonists, beta-arrestin recruitment, primary screen, cell-based, luminescence, uHTS (AID 1777) | 280,000 compounds, 0.02% hits | activation, % at 10 µM; hits with a dose series show EC50 in µM | KOR beta-arrestin recruitment, luminescence; higher % means a stronger effect; in the data active = activation above about 50%, passing the limit was not always enough; also: a part of the inactive calls stands beside numbers as strong as those of hits
HIV peptide binding – inhibitors of HIV fusion peptide binding, primary screen, biochemical, uHTS, fluorescence dequenching (AID 1986); cell-free peptide binding, fluorescence dequenching, 30 min; higher % means a stronger effect; inhibition, % at 20 µM, or IC50 in µM where a hit was titrated; 290,000 compounds, 0.3% hits; in the data active = inhibition mostly above about 52%, no sharp cut-off; inactive = mostly below about 76%; also: some results filed as inactive read as strong as hits
KOR beta-arrestin-2 – kappa opioid receptor blockers – cell-based, luminescence, uHTS (AID 1778). KOR beta-arrestin recruitment, luminescence, antagonist mode; higher % means a stronger effect. 290,000 compounds, 0.091% hits. inhibition, % at 10 µM, or IC50 in µM where a hit was titrated; also: strong numbers were not always called active
An asterisk follows results filed as active; i = inactive; ? = inconclusive; · = no result given; [ ] = dose if it differs, or a comment. Rule as the data show it, unless noted: active = inhibition above about 50%; inactive = the rest. These rows are one share of the data, so the mix of outcomes need not match the whole.

SMILES | HEK293 NOD2/NF-kB | West Nile virus CPE | AID2073 | NOD1 inhibition | Yfh1-depleted yeast | Dengue-2 NS5 capping | KOR beta-arrestin-1 | HIV peptide binding | KOR beta-arrestin-2
Cc1cc(C)n2nc(C(=O)N/N=C/c3c4ccccc4cc4ccccc34)nc2n1 | 18% | 1.9% | 3% | 1% | i | 13% | -3.0% | -6.6% | 1%
COc1cc(NC(=O)c2[nH]c(C)c(C(C)=O)c2C)cc(OC)c1OC | -13% | 0.2% | 7% | -23% | · | 4% | -5.2% | -1.7% | -19%
O=C(NC(=S)N1CCCCC1c1cccnc1)c1ccc(F)cc1 (configuration not stated) | 5% | 0.1% | 41% | 4% | · | -4% | 3.1% | 3.3% | -30%
COCC(=O)OCC(=O)Nc1cc(C(C)(C)C)nn1-c1ccccc1 | -5% | 0.0% | 4% | 12% | i | 5% | 4.3% | -0.6% | -29%
COC1OC(COC(=O)CNC(=O)OC(C)(C)C)C(O)C(O)C1O (configuration not stated) | 19% | 2.3% | 6% | 1% | i | -6% | 0.4% | -0.7% | 19%
O=C(c1ccc(OC2CCN(Cc3ccc(F)cc3)CC2)cc1)N1CCCC1 | 13% | -0.8% | 4% | -1% | · | 3% | 2.8% | -0.4% | -31%
CCN(c1ccc(OC)cc1)S(=O)(=O)c1ccc(-c2cc(C)no2)s1 | -2% | 0.7% | 2% | 22% | · | -5% | 1.5% | -1.1% | -12%
Cc1cc(/C=C(\C#N)C(=O)NCc2cccs2)c(C)n1-c1ccccc1F | 17% | 0.7% | 11% | -73% | i | -11% | -0.1% | 6.8% | -33%
CC1=C(C(=O)Nc2cc(C(=O)N(C)Cc3ccccc3)ccc2C)SCCO1 | 21% | 0.0% | 1% | -12% | · | -5% | 0.8% | -0.9% | -11%
Cc1sc2ncn(CC(=O)NCc3ccccc3)c(=O)c2c1C | -8% | 0.1% | -7% | -7% | i | -11% | -2.1% | 0.4% | 36%
CCOC(=O)Cn1c(=O)c(-c2ccccc2N)nc2ccccc21 | 14% | -0.5% | 10% | 3% | i | -6% | -5.1% | -2.0% | 37%
CCCC(=O)Nc1c2c(nn1-c1cccc(C)c1C)CS(=O)(=O)C2 | 13% | 0.2% | 8% | 2% | · | -3% | -2.6% | 1.2% | 17%
C/C(=N\NC(=O)c1cc(C)[nH]n1)c1ccc(-c2ccccc2)cc1 | -5% | -0.2% | 35% | -38% | · | -7% | -1.9% | 0.3% | -18%
N#Cc1cc2c(nc1SCc1ccccc1)CCCC2=O | -28% | 3.1% | -3% | -41% | i | 3% | 1.7% | 0.1% | 5%
Cc1n[nH]c(C)c1S(=O)(=O)N1CCCC(C(=O)Nc2ccc(Br)cc2)C1 (configuration not stated) | 34% | 0.5% | 3% | 12% | · | -9% | 3.8% | 1.9% | -9%
CN(c1ccccc1C(=O)N1CCN(c2ccccc2)CC1)S(C)(=O)=O | -1% | -0.9% | -3% | -24% | i | -4% | 5.9% | 3.1% | -6%
CCS(=O)(=O)N1CCN(c2ccccc2)CC1 | 18% | 1.2% | 7% | 1% | i | -5% | 2.9% | 0.1% | -7%
CCN(CC)c1ccc(NC(=O)C(C)C)cc1 | -1% | · | -11% | -36% | i | 1% | 0.1% | 2.1% | 23%
COc1ccc(S(=O)(=O)Nc2ccc(C(N)=O)cc2)cc1C(=O)N1CCCCCC1 | -2% | -0.6% | 0% | -22% | · | 0% | 5.1% | -1.0% | -20%
COC(=O)CNC(=O)COC(=O)/C=C/c1cccs1 | 15% | 0.1% | -10% | -6% | i | -1% | 3.1% | -0.6% | -1%
Cc1ccc(S(=O)(=O)N2CCCC(C(=O)NC3CCCC3)C2)cc1 (configuration not stated) | 14% | -1.1% | 8% | -4% | · | 2% | -5.1% | 2.4% | -11%
CCOCCOC(=O)c1ccc(NC(=O)C2COc3ccccc3O2)cc1 (configuration not stated) | 10% | -0.4% | 1% | -19% | · | -9% | 1.9% | -0.5% | -6%
c1ccc2sc(NC3=NCN(C4CCCCC4)CN3)nc2c1 | -8% | -1.2% | -10% | -43% | i | -3% | 3.1% | -1.6% | -33%
COc1ccc(NS(=O)(=O)c2ccc(N3CC(O)=C(c4ccccc4)C3=N)cc2)cc1 | -31% | 0.7% | 10% | 11% | i | 0% | 2.7% | -0.7% | -36%
S=C(Nc1ccc(Cl)cc1Cl)NC1CCN(Cc2ccccc2)CC1 | -1% | 0.1% | 5% | -11% | i | -8% | 4.5% | 0.3% | -2%
Cc1ccccc1NC(=S)NNC(=O)c1cccc(Br)c1 | -37% | 0.1% | 2% | -49% | i | -6% | -4.1% | -2.1% | -16%
COc1cccc(C(=O)Nc2nc(-c3ccncc3)cs2)c1 | 20% | -0.2% | -24% | 20% | i | 2% | -1.7% | 3.2% | -26%
CC(=O)CC(C)=NCCN=C(C)CC(C)=O | -20% | 0.1% | -5% | -22% | i | -3% | 6.9% | 0.5% | -20%
O=C(NCc1ccc2c(c1)OCO2)C(=O)NCC1OCCN1S(=O)(=O)c1ccc(Br)cc1 (configuration not stated) | -13% | -1.3% | -5% | -25% | · | -3% | 3.3% | 0.3% | 4%
CCOC(=O)c1c(NC(=O)CSc2nnc(CN3CCOCC3)n2C)sc2c1CCCC2 | 4% | -0.7% | -12% | -16% | i | -7% | -5.0% | 1.3% | 21%
CC1(C)C([N+](=O)[O-])C(c2ccccc2O)NC(c2ccccc2O)C1[N+](=O)[O-] (configuration not stated) | 0% | -0.3% | 10% | -23% | i | -4% | -2.4% | -1.1% | -7%
O=C(Cn1ncc2c(=O)oc3ccccc3c21)N1CCCc2ccccc21 | 7% | 0.7% | 1% | -27% | i | -6% | -1.6% | 4.7% | -5%
Cc1ccc(C(C)C)c(OCC(=O)Nn2c(C)nc3ccccc3c2=O)c1 | 0% | 1.2% | 2% | -7% | i | -4% | -0.4% | 0.5% | -5%
O=C(/C=C/c1ccc(F)cc1)NC(=S)Nc1ccccc1 | 3% | -1.1% | ? | -1% | · | 2% | 6.2% | 2.4% | 6%
Cc1ccc([N+](=O)[O-])cc1NC(=O)C(C)Sc1nnc(C)n1CC1CCCO1 (configuration not stated) | -18% | -0.1% | 7% | -12% | · | -8% | 0.1% | 0.9% | -10%
COc1ccc(OC)c(NC(=O)CSc2nnc(C3CCCCC3)n2-c2ccccc2)c1 | 6% | 0.0% | -3% | -17% | i | -2% | -2.3% | -0.6% | -40%
Cc1occc1-c1nnc(SCC(=O)c2cc3ccccc3oc2=O)o1 | 8% | 0.3% | 36% | -3% | i | 14% | 0.2% | -1.0% | -1%
N#C/C(=C\c1cccc(OC(=O)c2cccs2)c1)C(N)=O | 3% | -0.4% | ? | -33% | i | -25% | -1.2% | 2.7% | ·
Cc1cccc(NC(=O)c2ccc3c(=O)n(CC4CCCO4)c(=S)[nH]c3c2)c1 (configuration not stated) | 19% | 0.1% | -23% | 13% | · | -6% | 3.5% | -1.5% | -52%
Cc1ccc(CNC(=O)CCC2CCCN(Cc3c(C)nn(C(C)C)c3C)C2)o1 (configuration not stated) | -3% | -0.5% | -11% | -28% | i | -10% | · | 1.7% | 21%[20 µM]
COc1ccc(C)cc1NC(=O)c1ccc(S(=O)(=O)N2CCOCC2)cc1 | 3% | -1.0% | 48% | -14% | i | -4% | 0.9% | -1.5% | 37%
Cc1ccc(/C(C#N)=C\c2ccc(N3CCOCC3)o2)cc1 | -89% | -0.5% | 43% | -20% | i | -35% | -2.4% | 13% | -14%
COC(=O)/C=C1/SC(=NC(=O)c2ccc(OC)cc2)NC1=O | 10% | -0.1% | -11% | -11% | · | -6% | 1.8% | 18% | 2%
O=Cc1ccc(OC(=O)c2cccnc2)cc1 | 0% | 0.8% | 4% | 24% | i | 3% | 1.1% | -2.0% | -15%[20 µM]
CCOC(=O)C(C(=O)OCC)C(C#N)c1ccccc1 (configuration not stated) | 8% | 0.4% | 11% | -30% | i | 2% | -4.8% | 1.9% | 2%
CC1(C)Cc2ccccc2-c2nc(CN3CCOCC3)[nH]c(=O)c21 | 16% | -0.4% | 7% | -17% | i | 0% | -2.7% | 5.1% | -3%
CC(C)COC(=O)c1ccc(NC(=O)C2C3C=CC(C3)C2C(=O)O)cc1 (configuration not stated) | -43% | 0.3% | -6% | -49% | i | -2% | 5.5% | -0.4% | -9%
Cc1ccc(NS(=O)(=O)c2cccs2)nc1 | 6% | -0.3% | 14% | -25% | · | 0% | 3.3% | -0.9% | -2%
CNC(=O)COc1ccc(S(=O)(=O)Nc2ccccc2)cc1 | 1% | -0.6% | 3% | -17% | i | · | -3.9% | -0.5% | -28%

Molecules shown so far that contain four or more nitrogen atoms:
SMILES | HEK293 NOD2/NF-kB | West Nile virus CPE | AID2073 | NOD1 inhibition | Yfh1-depleted yeast | Dengue-2 NS5 capping | KOR beta-arrestin-1 | HIV peptide binding | KOR beta-arrestin-2
Cc1cc(C)n2nc(C(=O)N/N=C/c3c4ccccc4cc4ccccc34)nc2n1 | 18% | 1.9% | 3% | 1% | i | 13% | -3.0% | -6.6% | 1%
C/C(=N\NC(=O)c1cc(C)[nH]n1)c1ccc(-c2ccccc2)cc1 | -5% | -0.2% | 35% | -38% | · | -7% | -1.9% | 0.3% | -18%
Cc1n[nH]c(C)c1S(=O)(=O)N1CCCC(C(=O)Nc2ccc(Br)cc2)C1 (configuration not stated) | 34% | 0.5% | 3% | 12% | · | -9% | 3.8% | 1.9% | -9%
c1ccc2sc(NC3=NCN(C4CCCCC4)CN3)nc2c1 | -8% | -1.2% | -10% | -43% | i | -3% | 3.1% | -1.6% | -33%
CCOC(=O)c1c(NC(=O)CSc2nnc(CN3CCOCC3)n2C)sc2c1CCCC2 | 4% | -0.7% | -12% | -16% | i | -7% | -5.0% | 1.3% | 21%
Cc1ccc([N+](=O)[O-])cc1NC(=O)C(C)Sc1nnc(C)n1CC1CCCO1 (configuration not stated) | -18% | -0.1% | 7% | -12% | · | -8% | 0.1% | 0.9% | -10%
COc1ccc(OC)c(NC(=O)CSc2nnc(C3CCCCC3)n2-c2ccccc2)c1 | 6% | 0.0% | -3% | -17% | i | -2% | -2.3% | -0.6% | -40%
Cc1ccc(CNC(=O)CCC2CCCN(Cc3c(C)nn(C(C)C)c3C)C2)o1 (configuration not stated) | -3% | -0.5% | -11% | -28% | i | -10% | · | 1.7% | 21%[20 µM]

Rewritten as comma-separated lines: part of the list above.
mol,HEK293 NOD2/NF-kB,West Nile virus CPE,AID2073,NOD1 inhibition,Yfh1-depleted yeast,Dengue-2 NS5 capping,KOR beta-arrestin-1,HIV peptide binding,KOR beta-arrestin-2
CC(C)COC(=O)c1ccc(NC(=O)C2C3C=CC(C3)C2C(=O)O)cc1 (configuration not stated),-43%,0.3%,-6%,-49%,i,-2%,5.5%,-0.4%,-9%
Cc1ccc(NS(=O)(=O)c2cccs2)nc1,6%,-0.3%,14%,-25%,·,0%,3.3%,-0.9%,-2%
CNC(=O)COc1ccc(S(=O)(=O)Nc2ccccc2)cc1,1%,-0.6%,3%,-17%,i,·,-3.9%,-0.5%,-28%
